Source: PubChem
tim10-1 inh: tim10-1 yeast growth inhibition | 330,000 tested, 2.2% active | inhibition, % at 20 µM | S. cerevisiae tim10-1 ts strain growth, BacTiter-Glo, 24 h;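 active means inhibition of at least 40%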;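 further: mutant grown at 25 °C; 0% = DMSO wells with yeast and 100% = wells holding no yeast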
TIM10 inh: growth inhibitors of TIM10 yeast strain. inhibition, % at 10 µM. 330,000 tested, 1.4% active. AID 463195. S. cerevisiae TIM10 strain growth, BacTiter-Glo luminescence, 24 h;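 active means inhibition of 40% or more at the single tested concentration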;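 further: wild-type TIM10 isogenic control strain grown at permissive 25 °C; 0% = DMSO yeast wells and 100% = minimal medium wells without yeast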
CHOP UPR activ: activators of apoptotic arm of unfolded protein response (CHOP) | 330,000 tested, 0.34% active | CHO-CHOP luciferase reporter, UPR activation, luminescence; percent of tunicamycin response over DMSO baseline | activation, % at 10 µM;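 active means at 10 µM dose, activation of 40% or more, normalized to positive control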;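 further: 100% = tunicamycin at 10 µg/mL and 0% = DMSO alone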
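Evaluation: % reporter activation, DMSO baseline versus tunicamycin full activation; System: CHO-CHOP luciferase reporter cell line; Input: 500 cells/well; Incubation: 6 h compound treatment, 37 °C; Measured by: Steady-Glo luciferase luminescence; Dosing: one dose, 10 µM in 0.5% DMSO; Buffer or medium: F12 medium, 10% FBS; Benchmarks: positive tunicamycin 10 µg/mL, negative DMSO alone.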
Mdm2-MdmX inh: human Mdm2/MdmX binding inhibition; SaOS-2 split-luciferase Mdm2/MdmX complementation, luminescence; O15151+Q00987; inhibition, % at 8 µM; 330,000 tested, 3% active;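 active means inhibition of at least 50% at 8 µM in the primary screen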
Target sequence (O15151 whole entry, looked up): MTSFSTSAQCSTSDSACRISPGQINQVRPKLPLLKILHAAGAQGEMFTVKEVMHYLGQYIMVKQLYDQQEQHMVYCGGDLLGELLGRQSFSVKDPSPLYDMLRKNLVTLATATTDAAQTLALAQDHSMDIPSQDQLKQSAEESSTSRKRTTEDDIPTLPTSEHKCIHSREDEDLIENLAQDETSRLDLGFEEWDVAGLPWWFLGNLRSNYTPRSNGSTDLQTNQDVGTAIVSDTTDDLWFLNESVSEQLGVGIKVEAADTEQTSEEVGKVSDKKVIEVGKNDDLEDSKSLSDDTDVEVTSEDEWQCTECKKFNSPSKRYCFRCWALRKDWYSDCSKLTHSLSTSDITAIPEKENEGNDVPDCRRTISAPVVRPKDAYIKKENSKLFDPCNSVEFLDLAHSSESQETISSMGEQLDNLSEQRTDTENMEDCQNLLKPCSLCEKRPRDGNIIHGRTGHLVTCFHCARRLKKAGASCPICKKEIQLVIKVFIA
Target sequence (Q00987 whole entry, looked up): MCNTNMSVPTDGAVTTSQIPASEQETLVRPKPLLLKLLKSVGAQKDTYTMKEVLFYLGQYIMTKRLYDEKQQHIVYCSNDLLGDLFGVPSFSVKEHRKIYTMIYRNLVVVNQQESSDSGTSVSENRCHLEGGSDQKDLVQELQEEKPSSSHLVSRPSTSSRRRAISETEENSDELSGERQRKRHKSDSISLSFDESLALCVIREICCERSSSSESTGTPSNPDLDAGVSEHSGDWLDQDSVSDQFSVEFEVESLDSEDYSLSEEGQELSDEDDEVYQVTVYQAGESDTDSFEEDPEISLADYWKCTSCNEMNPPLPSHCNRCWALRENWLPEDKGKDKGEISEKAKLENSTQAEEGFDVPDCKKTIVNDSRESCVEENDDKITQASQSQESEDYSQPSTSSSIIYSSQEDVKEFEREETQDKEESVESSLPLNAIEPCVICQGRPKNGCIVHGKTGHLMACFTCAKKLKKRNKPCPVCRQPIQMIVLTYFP
GRIN3A LBD mod: modulators (binders) of human NR3A ligand-binding domain | NR3A LBD differential scanning fluorimetry, Tm shift; 0% = protein alone, 100% = glycine-bound protein | Tm shift relative to glycine control, % at 25 µM | 340,000 tested, 2.5% active;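 active means melting temperature shift of at least 10% of the positive control shift, at one fixed dose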
APJ ag: APJ receptor agonism; P35414; AID 2520; CHO-K1 APJ PathHunter beta-arrestin, luminescence; 0% DMSO wells, 100% apelin; activation, % at 20 µM; 330,000 tested, 0.11% active;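 active means activation more than six SD over the plate average, tested at 20 µM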;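 further: 0% = DMSO alone and 100% = apelin-13 at 10 nM; some results filed as inactive read as strong as hits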
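Test system: CHO-K1 APJ beta-arrestin complementation cell line | Compound: Single test compound dose, 20 µM final, 1% DMSO | Incubation: Compound 90 min 25 °C, reagent 1 h | Measured by: beta-gal luminescence | Read-out basis: APJ–arrestin association signal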
UPR XBP1 act: activators of adaptive arm of unfolded protein response (XBP1). CHO-XBP1 luciferase reporter, IRE1-XBP1 UPR activation, luminescence; percent of tunicamycin response, DMSO as zero. activation, % at 20 µM. 330,000 tested, 0.33% active. AID 463104;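 active means versus positive control, 20 µM dose yields 30% or more activation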;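 further: 100% = tunicamycin at 10 µg/mL and 0% = DMSO only wells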
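Material: CHO-XBP1 cells stably carrying IRE1-XBP1-driven luciferase reporter / Amount: 1000 cells per well / Compound: 20 µM, 1% DMSO / Times: 6 h treatment, 37 °C / Detection: luciferase luminescence / Measure: % activation of reporter signal versus tunicamycin and DMSO controls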
NALP3 yeast inh: blocks the NALP3 inflammasome reconstituted in yeast; Yeast reconstituted NLRP3/ASC/caspase-1, beta-gal luminescence, 24 h; inhibition, % at 10 µM; 330,000 tested, 0.39% active;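 active means inhibition of 50% or more; inactive means inhibition below 50%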;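 further: plate controls were induced DMSO wells for no effect and uninduced yeast grown without galactose for full effect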
tim23-1 inh: tim23-1 yeast growth inhibition; S. cerevisiae tim23-1 growth, BacTiter-Glo luminescence, 24 h; inhibition, % at 20 µM; AID 463212; 330,000 tested, 1.3% active;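 active means growth inhibition of the mutant yeast at or above 50%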;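 further: temperature-sensitive mutant grown at 25 °C; plate controls were DMSO-treated mutant yeast for no effect and medium wells lacking yeast for full effect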
Starred values were filed as active, the others as inactive.

The opening 3 entries (preview)
`COc1ccccc1C(=O)NC(=O)COC(=O)Cn1cnc2c1c(=O)n(C)c(=O)n2C` gave tim10-1 inh -3, TIM10 inh -4, CHOP UPR activ 1.1, Mdm2-MdmX inh 4, GRIN3A LBD mod -1, APJ ag 0, UPR XBP1 act -1, NALP3 yeast inh 2 and tim23-1 inh 6.
`CC(=O)c1cnc2n(c1=O)CCS2` gave tim10-1 inh -5, TIM10 inh -17, CHOP UPR activ -0.8, Mdm2-MdmX inh 19, GRIN3A LBD mod 0, APJ ag 2, UPR XBP1 act 5, NALP3 yeast inh 8 and tim23-1 inh 13.
For CC(=O)c1ccc(NC(=O)CSc2ccc(-c3sc(C)nc3C)nn2)cc1 the results were tim10-1 inh -18, TIM10 inh 5, CHOP UPR activ 1.3, Mdm2-MdmX inh 23, GRIN3A LBD mod 1, APJ ag 6, UPR XBP1 act -5, NALP3 yeast inh 10 and tim23-1 inh 2.

All compounds of this part, from the first entry:
`COc1ccccc1C(=O)NC(=O)COC(=O)Cn1cnc2c1c(=O)n(C)c(=O)n2C` gave tim10-1 inh -3, TIM10 inh -4, CHOP UPR activ 1.1, Mdm2-MdmX inh 4, GRIN3A LBD mod -1, APJ ag 0, UPR XBP1 act -1, NALP3 yeast inh 2 and tim23-1 inh 6.
`CC(=O)c1cnc2n(c1=O)CCS2` gave tim10-1 inh -5, TIM10 inh -17, CHOP UPR activ -0.8, Mdm2-MdmX inh 19, GRIN3A LBD mod 0, APJ ag 2, UPR XBP1 act 5, NALP3 yeast inh 8 and tim23-1 inh 13.
For CC(=O)c1ccc(NC(=O)CSc2ccc(-c3sc(C)nc3C)nn2)cc1 the results were tim10-1 inh -18, TIM10 inh 5, CHOP UPR activ 1.3, Mdm2-MdmX inh 23, GRIN3A LBD mod 1, APJ ag 6, UPR XBP1 act -5, NALP3 yeast inh 10 and tim23-1 inh 2.
Screening Cc1ccc2cc(C=O)c(N(C)C)nc2c1 returned tim10-1 inh 23, TIM10 inh -8, CHOP UPR activ 0.2, Mdm2-MdmX inh 8, GRIN3A LBD mod 1, APJ ag -2, UPR XBP1 act 0, NALP3 yeast inh 4 and tim23-1 inh 13.
Screening CN1C(=O)C(C)(C)c2cc(S(=O)(=O)NCc3ccc(C(=O)NCc4ccco4)cc3)ccc21 returned tim10-1 inh 4, TIM10 inh 13, CHOP UPR activ 1.6, Mdm2-MdmX inh -3, GRIN3A LBD mod 0, APJ ag -2, UPR XBP1 act 0, NALP3 yeast inh 4 and tim23-1 inh 14.
Screening CCN1CCc2c(OCC(=O)N3CCCc4ccccc43)cccc2C1=O returned tim10-1 inh 19, TIM10 inh 23, CHOP UPR activ 0.4, Mdm2-MdmX inh -2, GRIN3A LBD mod -1, APJ ag -2, UPR XBP1 act 0, NALP3 yeast inh 1 and tim23-1 inh 19.
For COCCC(=O)N1CCC(Oc2ccc(C(=O)N(C)C(C)c3ccon3)cc2)CC1 (stereo unspecified) the results were tim10-1 inh 14, TIM10 inh 2, CHOP UPR activ 1.1, Mdm2-MdmX inh -6, GRIN3A LBD mod 0, APJ ag -4, UPR XBP1 act -1, NALP3 yeast inh -1 and tim23-1 inh 9.
Screening CCCCn1nnnc1SCC(=O)c1ccc(C)c(C)c1 returned tim10-1 inh 32, TIM10 inh 23, CHOP UPR activ 0.5, Mdm2-MdmX inh -20, GRIN3A LBD mod -9, APJ ag 9, UPR XBP1 act -1, NALP3 yeast inh 33 and tim23-1 inh 36.
For Oc1c(Br)cc(/C=N/n2c(-c3ccccc3)n[nH]c2=S)cc1Br the results were tim10-1 inh 5, TIM10 inh -11, CHOP UPR activ 0.9, Mdm2-MdmX inh 12, GRIN3A LBD mod -6, APJ ag -1, UPR XBP1 act -5, NALP3 yeast inh 31 and tim23-1 inh -2.
Screening O=C(NCc1nc(-c2ccc(Cl)cc2)no1)c1ccc2c(c1)OCO2 returned tim10-1 inh -20, TIM10 inh 43*, CHOP UPR activ 2.5, Mdm2-MdmX inh -11, GRIN3A LBD mod 1, APJ ag -1, UPR XBP1 act -2, NALP3 yeast inh 26 and tim23-1 inh 20.
Cc1ccc(C)c(C(=O)C(C)Sc2nc3nn(-c4ccccc4)c(=O)c-3c3n2CCCCC3)c1 (stereo unspecified) was read as tim10-1 inh 21, TIM10 inh 21, CHOP UPR activ 4.3, Mdm2-MdmX inh 34, GRIN3A LBD mod 1, APJ ag -5, UPR XBP1 act -6, NALP3 yeast inh 13 and tim23-1 inh 19.
Screening NC(=O)c1cccc(NC(=O)Nc2ccc(Cl)cc2)c1 returned tim10-1 inh 16, TIM10 inh 1, CHOP UPR activ 3.0, Mdm2-MdmX inh 11, GRIN3A LBD mod 24*, APJ ag -1, UPR XBP1 act 4, NALP3 yeast inh 15 and tim23-1 inh 13.
For Cc1cc(N2CCOCC2)n2nc(C)c(-c3ccccc3Cl)c2n1 the results were tim10-1 inh 31, TIM10 inh 5, CHOP UPR activ -0.8, Mdm2-MdmX inh 18, GRIN3A LBD mod 0, APJ ag 1, UPR XBP1 act -3, NALP3 yeast inh 3 and tim23-1 inh 25.
Screening CCOc1ccc(N(CC(=O)NC2CC3CCC2C3)S(=O)(=O)c2ccc(C)cc2)cc1 (stereo unspecified) returned tim10-1 inh 25, TIM10 inh 9, CHOP UPR activ -1.2, Mdm2-MdmX inh 25, GRIN3A LBD mod 0, APJ ag -3, UPR XBP1 act -6, NALP3 yeast inh 11 and tim23-1 inh 23.
O=C(Cc1ccccc1)N[C@@H](Cc1ccc(O)cc1)C(=O)O was read as tim10-1 inh 4, TIM10 inh 16, CHOP UPR activ 4.8, Mdm2-MdmX inh -10, APJ ag 3, UPR XBP1 act -3, NALP3 yeast inh 4 and tim23-1 inh 7.
For O=C(Nc1cccc(C(F)(F)F)c1)c1ccc2nc(N3C(=O)CCC3=O)sc2c1 the results were tim10-1 inh 25, TIM10 inh 14, CHOP UPR activ -2.4, Mdm2-MdmX inh 0, GRIN3A LBD mod 1, APJ ag -2, UPR XBP1 act 0, NALP3 yeast inh 12 and tim23-1 inh 22.
`COc1ccccc1NC(=S)N1CCC(c2nc3ccccc3o2)CC1` gave tim10-1 inh 21, TIM10 inh 5, CHOP UPR activ -2.1, Mdm2-MdmX inh 8, GRIN3A LBD mod -2, APJ ag -4, UPR XBP1 act -2, NALP3 yeast inh 9 and tim23-1 inh 12.
`COc1ccccc1-c1ccc(SCc2ccccc2F)nn1` gave tim10-1 inh 25, TIM10 inh 22, CHOP UPR activ 7.7, Mdm2-MdmX inh -17, GRIN3A LBD mod 1, APJ ag -1, UPR XBP1 act 1, NALP3 yeast inh 28 and tim23-1 inh 16.
`OCc1nc2ccccc2n1CC(O)Cn1ccc2ccccc21` (stereo unspecified) gave tim10-1 inh -5, TIM10 inh -11, CHOP UPR activ -3.6, Mdm2-MdmX inh 2, GRIN3A LBD mod 4, APJ ag -2, UPR XBP1 act -1, NALP3 yeast inh 1 and tim23-1 inh 18.
Cc1cc(C)n(CC(=O)NNC(=O)c2cccc(C(F)(F)F)c2)n1 was read as tim10-1 inh -5, TIM10 inh -1, CHOP UPR activ -1.2, Mdm2-MdmX inh -7, GRIN3A LBD mod 3, APJ ag 4, UPR XBP1 act -2, NALP3 yeast inh 14 and tim23-1 inh 6.
For Cc1ccc2nc(-c3ccc(Br)cc3)cn2c1 the results were tim10-1 inh -3, TIM10 inh 40*, CHOP UPR activ -8.8, Mdm2-MdmX inh 62*, GRIN3A LBD mod -3, APJ ag 4, UPR XBP1 act -10, NALP3 yeast inh 40 and tim23-1 inh 18.
For Cc1ccccc1NC(=O)COC(=O)Cc1cccc(C(F)(F)F)c1 the results were tim10-1 inh 22, TIM10 inh -19, CHOP UPR activ 11, Mdm2-MdmX inh 6, GRIN3A LBD mod -2, APJ ag -3, UPR XBP1 act 0, NALP3 yeast inh 6 and tim23-1 inh 2.
Screening COc1ccc(CC(=O)Nc2ccc(S(=O)(=O)Nc3cc(C)on3)cc2)cc1 returned tim10-1 inh 9, TIM10 inh 1, CHOP UPR activ -3.0, Mdm2-MdmX inh 31, GRIN3A LBD mod -3, APJ ag -2, UPR XBP1 act 1, NALP3 yeast inh -1 and tim23-1 inh 16.
`Cc1occc1C(=O)NNC(=O)C(c1ccccc1)c1ccccc1` gave tim10-1 inh 14, TIM10 inh -5, CHOP UPR activ -0.3, Mdm2-MdmX inh 20, GRIN3A LBD mod -2, APJ ag 0, UPR XBP1 act -4, NALP3 yeast inh -8 and tim23-1 inh 16.
Screening c1ccc2c(c1)Cn1nc(Cc3nc4c(s3)CCCC4)nc1-2 returned tim10-1 inh -15, TIM10 inh 11, CHOP UPR activ 1.7, Mdm2-MdmX inh -11, GRIN3A LBD mod -1, APJ ag 0, UPR XBP1 act -4, NALP3 yeast inh 10 and tim23-1 inh 23.
Cc1ccc(CN2C(=O)C(Cc3ccccc3)Nc3ncnc(N4CCCCC4)c32)cc1 (stereo unspecified) was read as tim10-1 inh 27, TIM10 inh 22, CHOP UPR activ -2.2, Mdm2-MdmX inh 12, GRIN3A LBD mod 2, APJ ag -4, UPR XBP1 act -2, NALP3 yeast inh 4 and tim23-1 inh 29.
CCCOc1ccc(CCC(=O)O)cc1 was read as tim10-1 inh -10, TIM10 inh 8, CHOP UPR activ -1.1, Mdm2-MdmX inh 0, GRIN3A LBD mod -1, APJ ag -3, UPR XBP1 act 4, NALP3 yeast inh 37 and tim23-1 inh 14.
CCN(CC)CCn1c2c(c(SCC(=O)Nc3nc(C)cs3)nc1=O)CCC2 was read as tim10-1 inh 0, TIM10 inh 0, CHOP UPR activ 3.7, Mdm2-MdmX inh 52*, GRIN3A LBD mod 2, APJ ag 3, UPR XBP1 act -4, NALP3 yeast inh 7 and tim23-1 inh 1.
Screening O=C(CCCN1C(=O)/C(=C/c2cccs2)SC1=S)Nc1cccc(C(=O)O)c1 returned tim10-1 inh -12, TIM10 inh 3, CHOP UPR activ -1.4, Mdm2-MdmX inh -15, GRIN3A LBD mod -2, APJ ag -3, UPR XBP1 act 1, NALP3 yeast inh 15 and tim23-1 inh 8.
For Cc1cc(C(=O)OCC(=O)Nc2cc(Cl)ccc2C)c(C)o1 the results were tim10-1 inh 9, TIM10 inh 5, CHOP UPR activ 0.6, Mdm2-MdmX inh -29, GRIN3A LBD mod 3, APJ ag -3, UPR XBP1 act 1, NALP3 yeast inh 12 and tim23-1 inh 17.
`Oc1ccc(Br)cc1-c1nc2cnccn2c1NC1CCCCC1` gave tim10-1 inh 33, TIM10 inh 19, CHOP UPR activ -0.2, Mdm2-MdmX inh 28, GRIN3A LBD mod -1, APJ ag 3, UPR XBP1 act 9, NALP3 yeast inh 11 and tim23-1 inh 41.
`Cc1c(Br)c(C(F)(F)F)nn1CC(=O)NCc1ccccc1` gave tim10-1 inh -5, TIM10 inh -1, CHOP UPR activ -1.1, Mdm2-MdmX inh 4, GRIN3A LBD mod -1, APJ ag -5, UPR XBP1 act -2, NALP3 yeast inh 26 and tim23-1 inh 0.
